CRFR2-BP ag: agonists of human CRF-binding protein/CRF-R2 receptor complex | HEK293 CRF-R2/CRF-BP, calcium dye fluorescence (FLIPR); percent of saturating CRF peptide response | activation, % at 13.2 µM | hit rate 0.46% among 350,000 | AID 588473;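 active = activation of at least 50%, plus an integration ratio under a set limit after plate pattern correction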;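 also: plate controls were neutral control wells without compound for no effect and CRF at EC100 for full effect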
MEKK2wt PB1 HTS: raises or lowers MEK5 binding to wildtype human MEKK2 PB1 domain | Q9Y2U5 | hit rate 1.1% among 290,000 | binding response (% of control), % at 10 µM | bead flow cytometry, Alexa488-MEK5 binding to MEKK2 WT; actives lie on both sides; in the data active = binding response below about 67% or above about 130%
GalR3 antagonist: blocks the human galanin receptor 3; O60755; HEK293 GalR3-CNG cAMP membrane potential fluorescence; galR3 body fused to GalR1 C-terminus; inhibition, % at 3 µM; hit rate 0.44% among 360,000; AID 651719;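 active = inhibition above the screen-wide average plus 3 SD, cut at about 13% in these data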;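 also: forskolin and galanin both at EC90 stimulate the cells; cAMP rise reported by CNG channel membrane potential dye signal; 0% = forskolin plus galanin with DMSO and 100% = forskolin alone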
Target sequence (O60755 1-299 limits assumed): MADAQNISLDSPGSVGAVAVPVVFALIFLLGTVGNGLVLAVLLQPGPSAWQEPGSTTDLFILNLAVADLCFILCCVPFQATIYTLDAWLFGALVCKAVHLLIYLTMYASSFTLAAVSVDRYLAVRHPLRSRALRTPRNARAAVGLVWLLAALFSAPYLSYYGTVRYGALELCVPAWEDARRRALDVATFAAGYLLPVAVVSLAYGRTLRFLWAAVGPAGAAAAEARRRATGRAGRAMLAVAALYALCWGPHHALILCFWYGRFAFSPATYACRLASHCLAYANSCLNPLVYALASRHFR
MEKK3 PB1 HTS: raises or lowers MEK5 binding to the human MEKK3 PB1 domain; bead-based flow cytometry, Alexa488-MEK5 binding to MEKK3; actives lie on both sides; 0 = blocked by unlabeled MEK5, 100 = vehicle; binding response (% of control), % at 10 µM; hit rate 1.4% among 290,000; AID 1529;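 active = binding response more than 3 SD above or below the average of its plate-row segment, actives on both sides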;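 also: Alexa488 bead fluorescence after subtracting the streptavidin-only scavenger bead signal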
Target sequence (Q99759 whole entry, looked up, the tested form may be a part): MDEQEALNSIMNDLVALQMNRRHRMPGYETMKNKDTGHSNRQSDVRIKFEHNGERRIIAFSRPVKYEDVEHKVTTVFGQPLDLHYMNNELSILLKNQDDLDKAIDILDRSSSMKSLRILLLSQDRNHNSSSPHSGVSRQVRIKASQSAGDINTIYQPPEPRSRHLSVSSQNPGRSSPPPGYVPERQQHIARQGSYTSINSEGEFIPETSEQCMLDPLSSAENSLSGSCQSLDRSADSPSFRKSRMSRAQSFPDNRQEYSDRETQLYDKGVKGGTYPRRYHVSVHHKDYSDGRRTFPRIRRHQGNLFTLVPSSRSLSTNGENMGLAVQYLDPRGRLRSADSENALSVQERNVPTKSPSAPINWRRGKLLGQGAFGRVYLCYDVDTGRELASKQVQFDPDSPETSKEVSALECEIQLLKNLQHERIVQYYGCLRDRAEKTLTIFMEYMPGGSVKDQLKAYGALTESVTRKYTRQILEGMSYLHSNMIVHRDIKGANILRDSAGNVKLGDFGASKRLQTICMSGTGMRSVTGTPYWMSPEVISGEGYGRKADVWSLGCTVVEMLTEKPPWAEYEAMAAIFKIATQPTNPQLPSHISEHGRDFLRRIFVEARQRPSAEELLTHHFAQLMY
NS3 helicase inh: blocks Hepatitis C virus NS3 helicase unwinding; inhibition, % at 10.9 µM; hit rate 0.56% among 290,000; NS3 helicase DNA unwinding, Cy5 molecular beacon fluorescence; AID 1800;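 active = inhibition above the mean of all tested compounds plus 3 SD, set per campaign, cut at about 35% in these data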;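 also: 0% = DMSO wells and 100% = thioflavine S control wells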
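Measured by: Cy5 fluorescence, 0 and 60 min reads / Assay system: NS3 helicase fragment of HCV / Control set: low DMSO, high thioflavine S at 110 µM / Times: 1 h reaction at 25 °C, ATP-initiated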
CRFBP-R2 block: blocks CRF-induced signaling of the CRF-BP/CRF-R2 complex. hit rate 0.59% among 350,000. inhibition, % at 11.8 µM. HEK293 CRF-R2/CRF-BP, CRF-induced calcium fluorescence;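 active = inhibition of the ligand-induced calcium signal above about 50% at the single tested concentration, limit read from the data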
SUMO HTRF inh: blocks human SUMOylation mediated by UBC9; hit rate 0.36% among 290,000; HTRF SUMOylation assay, SAE1/SAE2 + UBC9, in vitro; inhibition, % at 35 µM; P63279; in the data active = inhibition above about 50%, passing the limit was not always enough; also: strong numbers were not always called active
Target sequence (P63279 whole entry, looked up): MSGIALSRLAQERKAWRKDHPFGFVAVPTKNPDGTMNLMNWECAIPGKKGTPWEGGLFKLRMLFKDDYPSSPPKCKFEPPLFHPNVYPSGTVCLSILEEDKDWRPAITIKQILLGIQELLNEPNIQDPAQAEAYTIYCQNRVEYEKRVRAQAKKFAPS
MEKK2 mut-MEK5: signal of MEK5 binding to mutant human MEKK2 PB1 domain; bead flow cytometry, Alexa488-MEK5 binding to MEKK2 mutant; hit rate 0.35% among 290,000; percent response, % at 10 µM; AID 1530; in the data active = percent response above about 24%, passing the limit was not always enough; also: inactives centre near 1; some results filed as inactive read as strong as hits
DNA FID counter: displaces DNA intercalator in HCV helicase counter-screen | inhibition, % at 7.9 µM | hit rate 0.17% among 290,000 | DNA fluorescent intercalator displacement, fluorescence | AID 1845; in the data active = inhibition above about 37%;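 also: 0% = vehicle and 100% = reference compound; higher means more ethidium bromide displaced from hairpin DNA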
An asterisk follows results filed as active; x = no result given; & = joins results of further samples.

SMILES | CRFR2-BP ag | MEKK2wt PB1 HTS | GalR3 antagonist | MEKK3 PB1 HTS | NS3 helicase inh | CRFBP-R2 block | SUMO HTRF inh | MEKK2 mut-MEK5 | DNA FID counter
CCN(CC)S(=O)(=O)c1cc(NC(=O)COC(=O)CCC(=O)c2ccc(F)cc2)ccc1C | 4.2 | 106 | -7 | 103 | -10 | -34 | -9 | 3 | -22
Cc1[nH]c2ccccc2c1CCCO | -0.1 | 102 | -13 | 101 | 0 | 4 | 23 | 4 | -4
COc1ccc(N(C)S(=O)(=O)c2cccc(C(=O)NC3CCCC3)c2)cc1 | -0.9 | 99 | -2 | 107 | -14 | 2 | -4 | -1 | -20
C=CCNc1ncnc2ccc(Br)cc12 | -1.3 | 116 | -4 | 110 | 0 | -3 | -3 | 4 | -1
CC1=C(C(=O)N2CCCC(CCC(=O)NCc3ccccc3F)C2)OCCO1 (stereo not drawn) | -2.7 | 97 | 4 | 101 | -1 | 8 | 5 | -1 | -10
CCOC(=O)C(N)CSC1CC(=O)N(c2ccc(OCC)cc2)C1=O (stereo not drawn) | -0.1 | 102 | -10 | 104 | -3 | 15 | 10 | 1 | 4
O=C1CC(=O)N2N=C(c3ccc([N+](=O)[O-])cc3)SC2=N1 | 0.1 | 99 | -1 | 104 | 24 | 15 | -3 | -2 | -4
Cc1ccc(C2CC(C(F)(F)F)n3nc(C(=O)Nc4c(C)n(C)n(-c5ccccc5)c4=O)cc3N2)cc1 (stereo not drawn) | -1.9 | 105 | 2 | 104 | -5 | -7 | 4 | 9 | -34
COc1cc(S(=O)(=O)Nc2ncn[nH]2)ccc1Cl | 0.4 | 103 | -10 | 102 | -6 | -8 | 8 | -3 | -2
Cc1cc(/C=C2/SC(=O)N(CC(=O)N3CCOCC3)C2=O)c(C)n1-c1ccccc1F | 0.3 | 105 | -1 | 148* | 2 | 4 | -22 | 0 | -6
Cc1ccc2[nH]c(CN3CCN(C)C(CCO)C3)c(C)c2c1 (stereo not drawn) | -1.4 | 117 | -10 | 109 | 2 | 7 | -3 | 18 | 3
O=C(Oc1nsnc1N1CCCCC1)N1CCOCC1 | 0.1 | 101 | -4 | 97 | 4 | 13 | 20 | -3 | -5

Of the compounds above, 2 have an aryl methoxy group:
SMILES | CRFR2-BP ag | MEKK2wt PB1 HTS | GalR3 antagonist | MEKK3 PB1 HTS | NS3 helicase inh | CRFBP-R2 block | SUMO HTRF inh | MEKK2 mut-MEK5 | DNA FID counter
COc1ccc(N(C)S(=O)(=O)c2cccc(C(=O)NC3CCCC3)c2)cc1 | -0.9 | 99 | -2 | 107 | -14 | 2 | -4 | -1 | -20
COc1cc(S(=O)(=O)Nc2ncn[nH]2)ccc1Cl | 0.4 | 103 | -10 | 102 | -6 | -8 | 8 | -3 | -2

Later entries
SMILES | CRFR2-BP ag | MEKK2wt PB1 HTS | GalR3 antagonist | MEKK3 PB1 HTS | NS3 helicase inh | CRFBP-R2 block | SUMO HTRF inh | MEKK2 mut-MEK5 | DNA FID counter
CCOC(=O)C1(Cc2cccc(OC)c2)CCN(CC2CC=CCC2)CC1 (stereo not drawn) | -0.2 | 108 | -8 | 106 | 7 | -15 | -8 | 3 | 5
Cc1c(C(=O)NCc2cccnc2)sc2nc(-c3ccccc3)cn12 | -2.1 | 100 | x | 104 | -4 | 6 | 5 | 4 | -25
NS(=O)(=O)c1ccc(NC(=O)Cn2nc(C(=O)O)c3ccccc3c2=O)cc1 | 0.1 | 94 | -6 | 98 | -5 | -1 | 13 | -5 | -1
Cc1ccccc1-n1ncc2c1CC(C)(C)CC2NC(=O)C1CCC1 (stereo not drawn) | -0.2 | 101 | -11 | 98 | 0 | -16 | x | 1 | -37
COc1ccc(C(=O)N2CCN(CC(=O)N3CCOCC3)CC2)cc1 | -2.0 | 105 | -3 | 99 | -5 | -17 | 4 | 2 | -7
Cc1cc(C)c2c(N)c(C(=O)Nc3ncc(C)s3)sc2n1 | -1.1 | 102 | 8 | 103 | -5 | 5 | 13 | 5 | -6
CC(C)(C)CC(C)(C)c1ccc(O)c(CN2CCN(CCC#N)CC2)c1 | 1.3 | 109 | -4 | 106 | -26 | -32 | -1 | 3 | 9
Cc1cc(=O)[nH]c(SCC(=O)Nc2nc(-c3ccccc3)c(-c3ccccc3)o2)n1 | 0.3 | 94 | -3 | 92 | -7 | 0 | 1 | -2 | -1
COc1ccc(CCNC(=S)NCCc2ccc(OC)c(OC)c2)cc1OC | -1.4&0.6 | 105 | -8&-6 | 106 | -7 | -12&-7 | 8 | 3 | -21
CCN(C(=O)COC(=O)c1cc(S(=O)(=O)N2CCc3ccccc32)ccc1OC)C1CCS(=O)(=O)C1 (stereo not drawn) | -1.5 | 93 | -5 | 97 | 2 | 2 | 8 | -7 | -40
CC1(C)Cc2ccccc2C(N/N=C/c2ccc(Cl)cc2)=N1 | 0.2 | 101 | -4 | 102 | 3 | -38 | -5 | 2 | -20
O=C(NNC(=O)C1CC=CCC1C(=O)O)c1cccs1 (stereo not drawn) | 0.1 | 106 | -3 | 111 | 0 | -7 | 3 | -1 | 1
CC(C(=O)N1CCOCC1)N1C(=O)c2ccccc2C1=O (stereo not drawn) | 0.3 | 99 | -3 | 103 | -1 | -8 | -2 | 9 | 1
CCCCn1c(SCC(=O)NCc2ccco2)nc2ccccc2c1=O | -1.1 | 102 | -6 | 103 | 3 | 8 | 20 | 0 | -16
CC(C)CNC(=S)Nc1ccc(Oc2ccccc2)cc1 | 43 | 109 | -5 | 101 | -4 | -31 | -3 | 9 | -11
CCC(c1nnc(SCC(=O)Nc2cccnc2Cl)n1-c1ccccc1)N(C)C (stereo not drawn) | 0.4 | 103 | 4 | 102 | -8 | -3 | 19 | 1 | 0
O=C(C/C=N\OCc1ccc([N+](=O)[O-])cc1)Nc1ccccc1 | -2.6 | 95 | -4 | 98 | -6 | 14 | -6 | -4 | 2
COc1ccccc1NC(=O)CC1Nc2ccccc2NC1=O (stereo not drawn) | 0.2 | 91 | -2 | 99 | -13 | -23 | 0 | -3 | -2
O=C(NCc1ccc2c(c1)OCO2)C(=O)NC1CCCCC1 | -1.0 | 102 | -4 | 97 | -6 | 10 | 13 | 1 | -3
O=C(c1cccs1)N1CCN(Cc2ccncc2)CC1 | -1.2 | 101 | 1 | 101 | -6 | 9 | 1 | 5 | 5
CCc1ccc2nc(SCC(=O)NCC3CCCO3)c(C#N)cc2c1 (stereo not drawn) | -2.0 | 84 | -3 | 95 | 0 | 0 | 9 | -9 | 3
COc1cccc(OC)c1C(=O)Nc1cc(C)on1 | 1.4 | x | 1 | x | 1 | -21 | 9 | x | -8
COc1cc(Cl)ccc1OCc1cc(C(=O)NCCCN2CCCC2=O)no1 | 1.9 | 97 | -9 | 99 | 0 | 14 | 2 | -5 | -45
O=c1cc(-c2ccccc2)[nH]n2cnnc12 | -0.8 | 100 | -11 | 100 | 25 | 8 | 5 | 4 | 5
Cc1c2c(nc3c(C(=O)NC4CCCC4)cnn13)CCCC2 | -1.2 | 97 | -3 | 94 | -3 | 21 | 10 | 3 | -11
CC(C)(C)NC(=O)C(=O)NNC(=O)COc1ccc(Br)cc1 | -0.5 | 107 | -3 | 111 | 3 | 7 | 3 | -1 | -5
COc1cc(C2Nc3ccc4ncccc4c3C3=C2C(=O)CCC3)cc(OC)c1O (stereo not drawn) | -1.9 | 103 | 13* | 107 | 10 | -6 | 24 | -2 | -10
COc1ccc(Oc2nc(-c3cccnc3)nc3ccccc23)cc1 | 3.4 | 86 | -6 | 85 | -7 | -3 | 3 | -15 | -12
Cc1cccc(NS(=O)(=O)c2ccc(-c3cnc(C4CC4)o3)cc2)c1C | 0.9 | 105 | -3 | 106 | -5 | 1 | -1 | 4 | -36
CCOC(=O)c1oc2cc(O)c(CC)cc2c(=O)c1-c1cscn1 | 1.4 | 98 | 6 | 97 | -22 | -14 | 11 | -4 | -7
Cc1csc(NC(=O)C2CSC3(C)CCC(=O)N23)n1 (stereo not drawn) | 0.6 | 101 | -4 | 98 | 3 | -4 | 4 | 2 | -5
CCCOC(=O)CSC1=C(C#N)C(c2ccccc2OCC)C(C#N)C(=O)N1 (stereo not drawn) | -1.3 | 103 | -2 | 104 | 17 | 11 | -3 | 9 | -15
Cc1c(C(=O)NCCCN2CCCC2=O)oc2ccccc12 | -1.9 | 98 | -6 | 95 | -2 | -18 | 8 | 2 | -3
O=C(c1ccccc1)c1ccc(C(=O)N2CCN(c3ccccc3)CC2)cc1 | 0.4 | 102 | -3 | 101 | 14 | 15 | -12 | 0 | -40
CN(C)CCN(C(=O)c1ccc2ccccc2c1)c1nc2c(F)cccc2s1 | 2.7 | 123 | 5 | 107 | -4 | -13 | 8 | 22 | 6
Cc1ccsc1/C=N/NC(=O)Nc1ccccc1 | 0.9 | 103 | -5 | 102 | 11 | -26 | 4 | 4 | -4
Nc1nc(SCC(=O)Nc2cc(-c3ccccc3)nn2-c2ccccc2)n[nH]1 | 0.4 | 97 | -12 | 99 | 3 | -13 | 12 | -4 | -1
COc1ccc(C2C([N+](=O)[O-])=C(C)N(C)C(=O)N2C)cc1OC (stereo not drawn) | 3.8 | 102 | -5 | 110 | 2 | -8 | 10 | -1 | 7
CC1CCCN(C(=O)CSc2nnc(-c3ccc(S(=O)(=O)N4CCOCC4)cc3)n2C)C1 (stereo not drawn) | 0.5 | 99 | 0 | 98 | -1 | 18 | 25 | -1 | -25
O=C(O)CCCC(=O)Nc1ccc(Br)cc1C(=O)O | -1.1 | 101 | -4 | 100 | 6 | 6 | 24 | 1 | -7
COc1ccccc1CNC(=O)C1CC(=O)N(c2ccc(C)c(C)c2)C1 (stereo not drawn) | -0.1 | 105 | -7 | 104 | -8 | -6 | 23 | 7 | -26
CN(C(=O)COC(=O)/C=C/c1ccccc1[N+](=O)[O-])c1ccccc1 | 0.2 | 105 | 3 | 104 | 0 | -5 | 13 | 1 | -10
O=S(=O)(Nc1nc(-c2sccc2Cl)cs1)c1cc(Cl)ccc1Cl | -0.7 | 100 | x | 99 | 29 | 59* | 18 | -3 | 5
O=C(O)c1cc(C(=O)O)c(-c2ccccc2)c(C(=O)O)c1 | -3.0 | 91 | -6 | 98 | -9 | 16 | -16 | -6 | 11
Cc1ccnc(SCC(=O)N2CCCc3ccccc32)n1 | -1.2 | 103 | -6 | 108 | -13 | -9 | 10 | 9 | -14
O=C1C=C(c2cccs2)C[C@H](c2ccccc2)[C@H]1n1nnc([N+](=O)[O-])n1 | -0.5 | 96 | -2 | 99 | -1 | 14 | 1 | -2 | -8
CN(C)C(=O)Cn1c(=O)n(C)c2ccccc21 | -1.4 | 94 | -5 | 100 | 3 | 13 | 18 | -1 | -2
CCCCN(C)C(=O)Cn1ncc2c3ccccc3n(CCC)c2c1=O | 1.8 | 103 | -9 | 98 | -16 | -16 | 2 | 3 | -44
COc1ccc(N(CC(=O)NCCSc2ccccn2)S(=O)(=O)c2ccccc2)cc1Cl | 0.3 | 103 | -3 | 102 | -14 | -25 | -16 | -3 | -54
COC(=O)[C@@H](NC(=O)Nc1cccc(OC)c1)C(C)C | -0.5 | 108 | -1 | 106 | 6 | 12 | -2 | 7 | 0
Cc1nn(-c2ccccc2)c(Cl)c1/C=N/N1CCN(c2ccccn2)CC1 | 0.2 | 109 | -3 | 115 | 6 | -10 | -7 | -1 | -1

High-throughput results deposited in PubChem by several laboratories.

Some of the compounds tested (hit frequency here may not be typical).
